Cneo AK release = Cryptococcus neoformans lysis via adenylate kinase release | C. neoformans lysis, adenylate kinase release luminescence, 4 h; normalised: neutral wells 0, clomiphene wells 100 | lysis activity, % at 15 µM | 360,000 tested, 0.2% active | AID 651654;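 active = mean lysis activity across replicates of at least 80%, whatever share of replicates individually reach that level; inactive = mean lysis activity below 80%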
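Material – log-phase Cryptococcus neoformans yeast cells · Input – 5 × 10^6 yeast cells/mL · Medium – fresh YPD growth medium · Doses – single compound concentration per well · Timing – static 4 h at 37 °C with compound, 1 h detection · Detection – adenylate kinase release luminescence · Read-out – signal increase indicating cell lysis · Control set – Clomiphene as positive lysis control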
PglD DTNB = inhibitors of Campylobacter jejuni PglD acetyltransferase | purified PglD enzyme, DTNB colorimetric CoA detection | inhibition, % at 12.5 µM | 360,000 tested, 0.098% active; in the data active = inhibition above about 16%, passing the limit was not always enough; note: strong numbers were not always called active
C2C12 statin = suppressors of simvastatin-induced myotoxicity in C2C12 myotubes; ATP luminescence, 48 h; scaled: DMSO 0, geranylgeraniol control 100; 330,000 tested, 0.78% active; AID 602340; rescue of ATP level, % at 7.49 µM;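 active = mean ATP rescue above about 67%, or every replicate alone reaching that limit, limit read from the data, passing the limit was not always enough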;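 note: myotubes were challenged with 10 µM simvastatin during compound exposure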
PAX8 reporter = PAX8 transcriptional activity inhibition; inhibition, % at 12.6 µM; RMG-I TPO-luciferase reporter, SteadyGlo, 24 h; 360,000 tested, 1.2% active;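 active = mean replicate inhibition at least 60% with every replicate also reaching 60%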;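 note: luciferase light reporting Pax8 driven TPO promoter activity; plate controls were median of neutral control wells for no effect and mitoxantrone controls for full effect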
LGR2 inh = blocks bursicon-induced cAMP signaling via Drosophila LGR2; 380,000 tested, 0.35% active; HEK293 LGR2, CRE-luciferase, bursicon-stimulated, 4 h; inhibition, % at 9.99 µM; AID 720647;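 active = drop in luminescence signal, shown as inhibition above about 50% in the replicate tests, limit read from the data, passing the limit was not always enough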;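 note: agonist challenge used bursicon conditioned medium at about half maximal strength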
PGC1a acetyl inh = modulators of PGC1a acetylation; U2OS PGC1a acetylation, AlphaScreen anti-acetyl-lysine; with virally co-expressed GCN5 acetyltransferase; AID 651687; 350,000 tested, 0.17% active; inhibition, % at 15.6 µM;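 active = every replicate shows inhibition of at least 40%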;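 note: 0% = neutral control wells and 100% = positive control wells; some results beyond the cut were filed as inactive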
GSIS activator = GLuc luminescence reporter in INS-1E cells, primary screen for activators of glucose-dependent secretion of insulin | INS-1E GLuc reporter insulin secretion, 2-3 h | activation, % at 16.6 µM | 370,000 tested, 0.61% active | AID 743287;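 active = lowest replicate activation of at least 40%, so every replicate reaches that level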;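 note: 0% = median of neutral control wells and 100% = median of IBMX positive control wells; some compounds called inactive have numbers as strong as hits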
ARNT-TACC3 inh = disruptors of human ARNT/TACC3 interaction. inhibition, % at 9.99 µM. AlphaScreen His-ARNT PAS-B/GST-TACC3 binding, luminescence; TACC3 fragment carries E629A point mutation. 390,000 tested, 0.66% active;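 active = mean inhibition of replicates at least 50% and at least half of replicates each reaching 50%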;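 note: 0% = complete ARNT plus TACC3 wells and 100% = ARNT alone without TACC3; many hits fall short of the cut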
* hit, by the source's call; x = no result given; & = joins results of further samples. Compounds as they come; about 2.9% have a hit in one of these screens.

SMILES	Cneo AK release	PglD DTNB	C2C12 statin	PAX8 reporter	LGR2 inh	PGC1a acetyl inh	GSIS activator	ARNT-TACC3 inh
CO[C@@H]1CN(C)C(=O)c2ccc(NC(=O)C3CCC3)cc2OC[C@@H](C)N(Cc2cccnc2)C[C@@H]1C	-1.0	0.6	17.8	-8.5	-3.6	x	1.9	-12.4
C/C(=N\NC(=O)c1cc(-c2ccccc2C)nc2ccccc12)c1cccnc1	-0.1	0.2	x	x	11.9	-3.4	9.7	1.4
CCn1cc(C(=O)N2CC(C)CC(C)C2)c(=O)c2cc(S(=O)(=O)N3CCOCC3)ccc21 (stereo not given)	3.3	-4.4	13.9	-2.9	x	x	x	-2.1
C/C(=N\NC(=O)c1ccccc1O)c1ccc(NC(=O)Cc2ccccc2)cc1	-0.1	1.2	-5.3	12.1	-12.6	-1.4	3.9	0.4
CCC(=O)Nc1ccc(NC(=S)Nc2ccccc2)cc1	2.0	3.7	x	5.3	-2.0	6.6	-4.4	1.7
COc1ccccc1C(=O)Nc1ccc2c(c1)C(=O)N(C)[C@H]1CC[C@H](CC(=O)Nc3cccc(C(C)C)c3)O[C@@H]1CO2	-0.9	0.1	3.1	48.4	-22.9	x	-12.0	-1.8
CN(Cc1ccc(-n2cccn2)cc1)C(=O)c1cnn2c1NC(c1ccco1)CC2C(F)(F)F (stereo not given)	-1.2	-6.8	27.0	x	x	17.5	x	-1.4
CCN1C(=O)N[C@@H](CCc2ccccc2)[C@@H](C(=O)OC)[C@H]1C	0.1	2.5	-4.2	-10.7	15.5	x	-2.7	-2.6
O=C(/C=C/c1ccco1)NC(=S)Nc1nc(-c2ccc3ccccc3c2)cs1	-2.7	2.1	x	11.6	-38.4	-2.3	x	-3.3
CCC(=O)Nc1ccc2c(c1)C(=O)N(C)C[C@H](OC)[C@H](C)CN(CC1CCOCC1)[C@H](C)CO2	1.6	2.9	0.1	-0.8	11.9	10.2	-8.6	-5.9
Cc1cc(NC(=O)CSc2nnc(-c3ccco3)n2CC2CCCO2)no1 (stereo not given)	4.3	1.1	-1.5	x	x	4.2	x	-14.0
O=C(C1CCCCC1)N1C[C@@H]2N[C@H](C1)C2c1ccc(-c2ccccc2F)cc1 (stereo not given in full)	x	x	x	-3.3&5.5	4.1&10.9	-8.4&-20.4	-9.4&7.7	x
C[C@@H]1CN([C@H](C)CO)C(=O)CCCn2cc(nn2)CO[C@H]1CN(C)Cc1ccc(Cl)c(Cl)c1	-8.8	-9.8	23.9	x	1.4	10.7	-5.7	-7.5
O=C(CNC(=O)N1CC(=O)Nc2ccccc21)Nc1nccs1	-0.7	3.3	2.9	2.5	2.2	-1.8	1.0	1.3
COc1cccc(OC)c1C(=O)NCCN1CCN(C(=O)c2c(OC)cccc2OC)CC1	0.9	-1.6	x	x	x	2.9	x	-5.2
CC(=O)c1ccc(Nc2cc(C)nc3c(C)cccc23)cc1	-0.2	5.5	-50.9	-97.8	-115.0	9.8	-3.8	4.9
CO[C@H]1CN(C)C(=O)c2cc(NC(=O)Nc3cc(F)ccc3F)ccc2OC[C@H](C)N(C)C[C@@H]1C	1.8	-2.7	-8.7	x	-3.0	1.9	-11.1	12.7
CCn1c(=NC(=O)CSC(C)=O)sc2cc(OC)ccc21	13.6	5.1	0.8	x	-2.5	x	-27.3	9.6
Cc1ccc(N2CC(C(=O)Nc3nnc(SCCN4CCOCC4)s3)CC2=O)cc1C (stereo not given)	0.8	-2.5	-4.1	2.0	-1.2	-7.8	1.9	-1.0
CCN(CC)S(=O)(=O)c1ccc(Oc2ccccc2)cc1	-3.8	3.4	-12.3	x	x	-2.0	x	-9.1
CC(=O)N=c1sc(C(C)(C)C)c(C)n1C	2.0	2.1	-0.4	x	5.0	-15.3	-0.6	x
COc1ccccc1NC(=O)N[C@H]1C=C[C@H](CC(=O)N[C@H](C)c2ccccc2)O[C@@H]1CO	-1.9	2.6	5.7	3.4	-14.7	-0.8	10.6	3.4
Cc1ccc(S(=O)(=O)N/N=C2/CC(=O)CC(C)(C)C2)cc1[N+](=O)[O-]	-2.0	2.8	x	21.5	-8.1	-19.3	-4.6	-2.0
COc1ccc(C(=O)COC(=O)c2cc(=O)c3ccccc3o2)cc1	-2.1	6.2	2.7	-4.7	x	-2.3	x	-4.2
CC1CCC(NCc2ccco2)CC1 (stereo not given)	-2.5	-4.1	-6.5	1.7	x	11.0	x	18.4

Four entries out of the list above, arranged by their value in LGR2 inh, highest first.
Molecule,PglD DTNB,LGR2 inh,PGC1a acetyl inh,GSIS activator,ARNT-TACC3 inh
Cc1ccc(N2CC(C(=O)Nc3nnc(SCCN4CCOCC4)s3)CC2=O)cc1C (stereo not given),-2.5,-1.2,-7.8,1.9,-1.0
CO[C@H]1CN(C)C(=O)c2cc(NC(=O)Nc3cc(F)ccc3F)ccc2OC[C@H](C)N(C)C[C@@H]1C,-2.7,-3.0,1.9,-11.1,12.7
C/C(=N\NC(=O)c1ccccc1O)c1ccc(NC(=O)Cc2ccccc2)cc1,1.2,-12.6,-1.4,3.9,0.4
O=C(/C=C/c1ccco1)NC(=S)Nc1nc(-c2ccc3ccccc3c2)cs1,2.1,-38.4,-2.3,x,-3.3

Pulled by structure from the list above (two):
SMILES	Cneo AK release	PglD DTNB	C2C12 statin	PAX8 reporter	LGR2 inh	PGC1a acetyl inh	GSIS activator	ARNT-TACC3 inh
CCN(CC)S(=O)(=O)c1ccc(Oc2ccccc2)cc1	-3.8	3.4	-12.3	x	x	-2.0	x	-9.1
CCn1c(=NC(=O)CSC(C)=O)sc2cc(OC)ccc21	13.6	5.1	0.8	x	-2.5	x	-27.3	9.6

(next part)
SMILES	Cneo AK release	PglD DTNB	C2C12 statin	PAX8 reporter	LGR2 inh	PGC1a acetyl inh	GSIS activator	ARNT-TACC3 inh
Cc1ccc([C@@H]2[C@@H]3C(=O)N(C)C(=O)[C@@H]3[C@]3(C)C(=O)N(Cc4ccccc4)CC(=O)N23)o1	1.9	-2.8	-9.7	-26.9	x	7.4	x	5.6
O=C1N(Cc2ccccc2F)c2ccccc2C12OCCCO2	-0.6	-7.5	120.1*	x	-8.9	-17.5	24.8	0.3
COC(=O)CCCCCCC(=O)Nc1ccc(C2OC(CSc3nc4ccccc4s3)CC(c3ccccc3)O2)cc1 (stereo not given)	1.0	5.0	x	-6.2	x	-3.5	x	9.0
C[C@@H]1CN([C@H](C)CO)C(=O)c2cc(NC(=O)Nc3ccc(F)cc3)ccc2O[C@@H](C)CCCCO[C@@H]1CN(C)C(=O)c1ccccc1	-1.8	8.4	x	7.0	5.6	1.7	-11.8	-8.2
CSCCC(NC(=O)c1cc(S(=O)(=O)N2CCOCC2)ccc1F)c1nc2ccccc2[nH]1 (stereo not given)	5.8	-0.8	-5.5	-3.2	-13.1	4.0	1.3	-1.8
O=C(/C=C/c1ccccc1)N/C(=C\c1ccco1)C(=O)O	-0.5	1.2	-0.7	-8.9	17.1	4.4	-7.6	-5.0
Cc1ccnc(NC(=O)CCNC(=O)c2ccc(Cl)cc2)c1	-2.2	10.3	x	-32.8	-24.7	-11.6	-23.0	-1.9

Three entries from above, with each value named:
O=C1N(Cc2ccccc2F)c2ccccc2C12OCCCO2
- Cneo AK release = -0.6
- PglD DTNB = -7.5
- C2C12 statin = 120.1*
- PAX8 reporter = x
- LGR2 inh = -8.9
- PGC1a acetyl inh = -17.5
- GSIS activator = 24.8
- ARNT-TACC3 inh = 0.3

COC(=O)CCCCCCC(=O)Nc1ccc(C2OC(CSc3nc4ccccc4s3)CC(c3ccccc3)O2)cc1 (stereo not given)
- Cneo AK release = 1.0
- PglD DTNB = 5.0
- C2C12 statin = x
- PAX8 reporter = -6.2
- LGR2 inh = x
- PGC1a acetyl inh = -3.5
- GSIS activator = x
- ARNT-TACC3 inh = 9.0

C[C@@H]1CN([C@H](C)CO)C(=O)c2cc(NC(=O)Nc3ccc(F)cc3)ccc2O[C@@H](C)CCCCO[C@@H]1CN(C)C(=O)c1ccccc1
- Cneo AK release = -1.8
- PglD DTNB = 8.4
- C2C12 statin = x
- PAX8 reporter = 7.0
- LGR2 inh = 5.6
- PGC1a acetyl inh = 1.7
- GSIS activator = -11.8
- ARNT-TACC3 inh = -8.2

Screening results: PubChem BioAssay, Broad Institute
